Compound activity deposited in PubChem by several laboratories.
H9c2 protect = protects H9c2 cardiomyocytes from peroxide injury | H2O2 injury protection, ATPLite, 2 h | protection from H2O2 cell death, % at 20 µM | hit rate 0.63% among 360,000 | AID 588492;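 active = compounds giving at least 50% protection of heart cells from peroxide-induced death in the single-dose screen, raw or plate-pattern-corrected value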;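 also: 0% = DMSO wells with peroxide and 100% = DMSO wells without peroxide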
N-glyco inh = N-linked glycosylation inhibition; D54 ERlucT glycosylation luciferase reporter, 24 h; percent of 100 nM tunicamycin response; hit rate 0.23% among 360,000; AID 588692; reporter increase, % at 12.5 µM;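 active = mean luciferase reporter signal, scaled so untreated is 0 and the glycosylation-blocking control 100, at or above a set limit in every replicate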;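 also: luciferase carries N-glycosylation sites so blocking glycosylation raises the light; 0% = median of neutral control wells and 100% = median of 100 nM tunicamycin wells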
aDG glyco act = alpha-DG glycosylation activation; Pro5-aDG cells, alpha-DG glycosylation AlphaScreen (IIH6); 0% Pro5, 100% B10-LARGE cell signal; activation, % at 10 µM; hit rate 0.22% among 360,000; AID 624168;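 active = activation of at least 8% versus controls, or a plate z-score of at least 8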;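 also: Pro5 are CHO cells carrying HIG-tagged alpha-DG that lacks glycosylation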
CaV13 ICDI inh = Primary screen for inhibitors of IQ motif and Ca2+-dependent inactivation inhibitor domain binding in CACNA1D, Förster resonance energy transfer in living cells, …. inhibition, % at 12.3 µM. AID 743397. HEK cells, CFP/YFP FRET ICDI-IQ, plate reader, 10 min; percent FRET-ratio fall versus neutral wells. hit rate 0.098% among 340,000;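 active = mean replicate inhibition of at least 30% and at least 1% of replicates passing that level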;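 also: 0% = median of the neutral control wells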
PDI turbidity = inhibitors of human protein disulfide isomerase; PDI insulin aggregation turbidity, A650, 90 min; P07237; hit rate 0.052% among 350,000; inhibition, % at 10 µM;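 active = mean inhibition across replicates of 30% or more, whatever share of single replicates reach that level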;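 also: absorbance from insulin aggregation driven by PDI reduction with DTT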
m5-HT2A agonist = mouse HTR2A agonism via beta-arrestin recruitment; P35363; CHO-K1 mHTR2A beta-arrestin complementation, luminescence; percent of 30 µM serotonin response; activation, % at 7.6 µM; hit rate 0.66% among 360,000;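 active = activation above a run cutoff, the mean activation of all tested compounds plus 3 SD, cut at about 14% in these data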;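 also: 0% = plate median of compound wells and 100% = 30 µM serotonin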
Vif inh = HIV Vif inhibition. hit rate 0.35% among 340,000. AID 602346. HEK293T cells, Vif self-association by quenched fluorescence, imaging, 24 h. inhibition, % at 7.49 µM; in the data active = inhibition above about 50%, passing the limit was not always enough; also: some results filed as inactive read as strong as hits
ABCB6 inh 2 = inhibitors of human ABC transporter ABCB6; Q9NP58; K562-ABCB6 porphyrin accumulation, flow cytometry, 1 h; hits give low values; fluorescence ratio to DMSO, % at 10 µM; hit rate 0.19% among 360,000;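 active = fluorescence ratio to DMSO below 75%, the collection mean minus 3 SD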;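 also: signal is porphyrin accumulated inside mitochondria; 100% equals median channel fluorescence of DMSO control wells; lower ratio means ABCB6 inhibition with less porphyrin fluorescence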
Target sequence (Q9NP58 whole entry, looked up): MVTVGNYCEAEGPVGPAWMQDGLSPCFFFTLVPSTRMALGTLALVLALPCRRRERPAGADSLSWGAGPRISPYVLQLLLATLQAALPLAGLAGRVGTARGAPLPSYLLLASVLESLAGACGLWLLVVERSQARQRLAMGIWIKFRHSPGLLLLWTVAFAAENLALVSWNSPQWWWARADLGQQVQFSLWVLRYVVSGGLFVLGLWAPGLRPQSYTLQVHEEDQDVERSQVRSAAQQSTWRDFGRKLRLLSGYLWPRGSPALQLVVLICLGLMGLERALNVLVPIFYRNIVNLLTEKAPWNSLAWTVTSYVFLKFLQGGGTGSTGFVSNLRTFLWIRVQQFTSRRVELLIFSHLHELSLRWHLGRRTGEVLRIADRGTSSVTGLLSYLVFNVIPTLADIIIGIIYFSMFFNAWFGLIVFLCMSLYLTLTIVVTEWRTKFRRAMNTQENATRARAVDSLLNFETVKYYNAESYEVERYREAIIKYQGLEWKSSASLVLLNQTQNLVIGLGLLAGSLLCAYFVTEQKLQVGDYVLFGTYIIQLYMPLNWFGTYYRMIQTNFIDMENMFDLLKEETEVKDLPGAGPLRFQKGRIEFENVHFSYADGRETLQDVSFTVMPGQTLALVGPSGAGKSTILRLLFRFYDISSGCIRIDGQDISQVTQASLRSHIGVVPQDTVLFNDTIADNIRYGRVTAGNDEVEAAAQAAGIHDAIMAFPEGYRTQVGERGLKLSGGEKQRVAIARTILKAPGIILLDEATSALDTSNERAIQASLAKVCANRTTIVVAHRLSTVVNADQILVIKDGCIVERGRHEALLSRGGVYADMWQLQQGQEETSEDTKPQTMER
iPSC survival up = enhancers of human iPSC single-cell survival; hiPSC single-cell survival, ATPlite luminescence; 100% = ROCK inhibitor wells, 0% = DMSO; survival enhancement, % at 20 µM; hit rate 0.044% among 360,000; in the data active = survival enhancement above about 18%;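 also: cells exposed to compounds for 16 hours before the ATP read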
Exocytosis inh = lytic granule exocytosis inhibition | TALL-104 LAMP-1 surface exposure, flow cytometry; cells stimulated with thapsigargin and PMA | inhibition, % at 10 µM | hit rate 0.66% among 360,000;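 active = inhibition above about 55%, limit read from the data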
* marks the source's active call; other numbers are inactive results; nt = no result given.

SMILES | H9c2 protect | N-glyco inh | aDG glyco act | CaV13 ICDI inh | PDI turbidity | m5-HT2A agonist | Vif inh | ABCB6 inh 2 | iPSC survival up | Exocytosis inh
COCCC(=O)N1CCc2c([nH]c3ccccc23)C1C(C)(C)C (stereo not given) | 5 | 1 | 0.4 | 6 | 2 | -2 | -5 | 94 | -0.9 | 2
O=C(NCc1cccc(Cl)c1)C1=CC=CN2CCS(=O)(=O)N=C12 | 10 | 1 | 0.0 | -2 | 0 | -4 | 53* | 95 | 9.8 | -3
COc1ccc(NC(=O)c2ccc(S(=O)(=O)N3CCCCC3)cc2)cc1OC | 21 | 0 | 0.0 | -6 | 6 | -3 | -4 | 91 | -0.5 | -1
CCS(=O)(=O)NCCCCc1ccccc1 | 2 | 1 | 0.0 | -5 | 7 | -4 | -1 | 99 | 0.9 | 0
O=C(C1CCC1)N1CCc2cc(S(=O)(=O)NCCCN3CCCCC3)ccc21 | -7 | -2 | 0.4 | -7 | 0 | -4 | 1 | 86 | 0.0 | 0
CC1CCN(c2c(NCC3CCC(C(=O)N4CCc5ccccc5C4)CC3)c(=O)c2=O)CC1 (stereo not given) | -17 | 1 | 0.0 | -6 | -13 | 10 | -4 | 100 | -0.5 | -7
Cc1cccc2c(N=NC(=O)c3ccc(NS(=O)(=O)c4cccs4)cc3)c(O)[nH]c12 | -20 | -1 | -0.2 | -15 | 16 | -4 | 9 | 100 | -4.1 | 0
N#CC1c2ccccc2-c2ccccc2N1C(=O)c1ccccc1 (stereo not given) | -8 | 4 | -0.2 | -6 | -1 | -3 | 14 | 103 | -2.2 | 45
CCc1ccc(CNC(=O)Cn2nc(-c3ccccc3)ccc2=O)cc1 | -10 | 0 | 0.1 | -6 | -8 | 1 | 2 | 85 | -0.3 | 3
COc1ccc(NC(=O)c2cc(-c3ccc(OC)c(OC)c3)nc3ccccc23)c(OC)c1 | 66* | -1 | -0.3 | -4 | -17 | -6 | 0 | 98 | -0.4 | -17
CCOC(=O)Cc1nnc(Nc2ccc(C(=O)NC)cc2)c2ccccc12 | 7 | 2 | -0.2 | -4 | 0 | 7 | 7 | 104 | -0.7 | 11
CCCCC(=O)Nc1cccc(-c2nn3c(C)nnc3s2)c1 | 22 | 1 | 0.0 | -5 | 13 | 10 | -8 | 94 | 0.1 | -3
O=C(O)CC1(CC(=O)NCc2csc(-c3cccs3)n2)CCCCC1 | -5 | -2 | 0.0 | -19 | 7 | 0 | 0 | 105 | -0.8 | -1
CCN(CCCNC(=O)Cn1ncc2c([nH]c3ccccc32)c1=O)Cc1ccccc1 | 13 | 1 | -0.3 | -2 | 10 | -6 | 9 | 101 | -0.4 | -5
Nc1nc(CSc2nnnn2-c2ccccc2)nc(N2CCCc3ccccc32)n1 | -8 | -3 | -0.4 | 0 | 9 | 13 | -5 | 87 | 7.3 | 15

Sorted by SMILES length (largest number first): some entries from above.
SMILES | H9c2 protect | N-glyco inh | aDG glyco act | CaV13 ICDI inh | PDI turbidity | m5-HT2A agonist | Vif inh | ABCB6 inh 2 | iPSC survival up | Exocytosis inh
Cc1cccc2c(N=NC(=O)c3ccc(NS(=O)(=O)c4cccs4)cc3)c(O)[nH]c12 | -20 | -1 | -0.2 | -15 | 16 | -4 | 9 | 100 | -4.1 | 0
CC1CCN(c2c(NCC3CCC(C(=O)N4CCc5ccccc5C4)CC3)c(=O)c2=O)CC1 (stereo not given) | -17 | 1 | 0.0 | -6 | -13 | 10 | -4 | 100 | -0.5 | -7
O=C(C1CCC1)N1CCc2cc(S(=O)(=O)NCCCN3CCCCC3)ccc21 | -7 | -2 | 0.4 | -7 | 0 | -4 | 1 | 86 | 0.0 | 0
Nc1nc(CSc2nnnn2-c2ccccc2)nc(N2CCCc3ccccc32)n1 | -8 | -3 | -0.4 | 0 | 9 | 13 | -5 | 87 | 7.3 | 15
O=C(NCc1cccc(Cl)c1)C1=CC=CN2CCS(=O)(=O)N=C12 | 10 | 1 | 0.0 | -2 | 0 | -4 | 53* | 95 | 9.8 | -3
CCOC(=O)Cc1nnc(Nc2ccc(C(=O)NC)cc2)c2ccccc12 | 7 | 2 | -0.2 | -4 | 0 | 7 | 7 | 104 | -0.7 | 11
O=C(O)CC1(CC(=O)NCc2csc(-c3cccs3)n2)CCCCC1 | -5 | -2 | 0.0 | -19 | 7 | 0 | 0 | 105 | -0.8 | -1
COCCC(=O)N1CCc2c([nH]c3ccccc23)C1C(C)(C)C (stereo not given) | 5 | 1 | 0.4 | 6 | 2 | -2 | -5 | 94 | -0.9 | 2
N#CC1c2ccccc2-c2ccccc2N1C(=O)c1ccccc1 (stereo not given) | -8 | 4 | -0.2 | -6 | -1 | -3 | 14 | 103 | -2.2 | 45
CCS(=O)(=O)NCCCCc1ccccc1 | 2 | 1 | 0.0 | -5 | 7 | -4 | -1 | 99 | 0.9 | 0

(listing goes on)
SMILES | H9c2 protect | N-glyco inh | aDG glyco act | CaV13 ICDI inh | PDI turbidity | m5-HT2A agonist | Vif inh | ABCB6 inh 2 | iPSC survival up | Exocytosis inh
CC12CN(C(=O)c3ccccc3)C3(C#N)CC1CCC23C (stereo not given) | 6 | 3 | 0.1 | -5 | 0 | -4 | 16 | 100 | -2.7 | -11
Cc1cc(C)nc(SC2=CS(=O)(=O)c3ccccc32)n1 | 0 | 21 | 0.1 | -5 | 0 | -2 | 8 | 99 | -3.0 | -2
Cc1ccc(C(=O)N/C(=C/c2cccs2)C(=O)NCCc2c[nH]c3ccccc23)cc1 | -2 | 55* | -0.1 | -20 | 9 | -5 | 4 | 97 | 0.4 | -3
COc1ccccc1NCC(=O)N/N=C/c1c(O)ccc2ccccc12 | 42 | -4 | 0.4 | -28 | -10 | -5 | -8 | 93 | -0.7 | 6
COc1ccc(N2CCN(c3nc4ccccn4c(=O)c3/C=C(\C#N)S(=O)(=O)c3ccccc3)CC2)cc1 | 5 | 0 | 0.4 | -2 | 2 | 5 | 24 | 97 | 0.1 | 5
C[C@@H]1CN([C@@H](C)CO)C(=O)c2cccc(NS(=O)(=O)c3ccc(F)cc3)c2O[C@H]1CN(C)C(=O)NC1CCCCC1 | 9 | -2 | 0.1 | -4 | 16 | -9 | 2 | 97 | 3.1 | -10
CC(C)(C)/C=N/NC(=O)CNC(=O)c1ccc2c(c1)OCCO2 | 12 | 0 | 0.0 | -4 | -2 | -3 | 7 | 98 | -1.1 | 4
Cn1cc(SCC(=O)NC2CCCCC2)c2ccccc21 | -2 | -1 | -0.1 | nt | 15 | -3 | -3 | 103 | -0.5 | -7
O=C(NNC1=NCCC1)c1cccc(Br)c1 | -4 | 2 | 0.1 | -5 | -2 | 4 | 5 | 92 | -1.8 | -1
Cc1cccc(C(=O)NCCN(C)C)c1 | 12 | 1 | 0.1 | -7 | -5 | -3 | 4 | 103 | 4.3 | 0
COc1ccc(CNCC(O)(c2ccccc2)c2ccccc2)cc1 | -10 | 1 | 0.0 | -19 | 3 | -4 | -4 | 91 | -0.2 | 24
O=C(NCCc1ccccc1)C1CCN(C2CCN(Cc3ccco3)CC2)CC1 | 1 | -2 | 0.2 | -4 | -4 | -2 | -3 | 94 | -0.2 | 6
Cc1oc2c(c1C(=O)Nc1cccc(C(=O)O)c1)CCCC2 | 0 | 1 | 0.0 | -5 | -2 | 0 | -3 | 98 | 4.5 | -2
Cc1cccc(Nc2nc(-c3ccccc3)cs2)n1 | -10 | -10 | 0.0 | 0 | -5 | -4 | -10 | 97 | 0.7 | -12
CCCCn1c(SCC(=O)Nc2cc(C)on2)nc2c1c(=O)n(C)c(=O)n2C | -5 | 1 | 0.3 | -4 | -3 | 2 | -6 | 93 | -0.9 | -11
O=C(CN1CCOCC1)Nc1ccc([N+](=O)[O-])cc1Br | -1 | -2 | 0.3 | -3 | 2 | 10 | 0 | 96 | -1.2 | -10
Cc1cc(C)cc(C(=O)N(CCc2ccccc2)C2CC3CCC(C2)N3C)c1 (stereo not given) | -1 | 1 | 0.1 | -18 | 2 | -10 | -4 | 95 | -0.6 | 32
O=C1NCCCN1Cc1ccc(F)cc1Cl | 3 | 0 | 0.0 | -10 | 9 | -2 | 1 | 104 | -1.8 | -2
Cc1ccc(-c2nn(-c3ccc(F)cc3)cc2C(=O)NCC(c2cccs2)N2CCOCC2)cc1 (stereo not given) | 9 | -5 | 0.2 | -5 | 1 | -7 | nt | 95 | 0.4 | 32
Cc1nc(N2CCOCC2)[nH]c(=O)c1C(O)C(Cl)(Cl)Cl (stereo not given) | -8 | 0 | 0.0 | -4 | -4 | 4 | 4 | 95 | 0.0 | 4
Cc1ccc2cc(C#N)c(NCCNC(=O)C3CC3)nc2c1C | -6 | -2 | 0.7 | -5 | -1 | -3 | -43 | 95 | -0.6 | 1
CCOC(=O)/C(CCC[N+](C)(CC)CC)=N\O | 2 | 3 | -0.2 | -3 | 16 | 6 | -2 | 104 | -2.8 | -5
O=C(COC(=O)C1CCC1)Nc1ccc(Oc2ccccc2)cc1 | -12 | -3 | 0.0 | -4 | -6 | 3 | 3 | 90 | -0.3 | -5
CCN(CC)C(=O)c1sc(NC(=O)Cc2cccs2)c(C#N)c1C | -2 | 4 | 0.1 | -7 | -6 | -1 | 8 | 104 | -1.0 | -3
O=C(N/N=C\c1cccs1)c1ccccc1-n1cccc1 | -5 | -2 | -0.3 | 4 | 1 | -3 | 2 | 89 | -0.6 | 4
Cc1cc(Nc2ccccc2)nc(-c2ccccc2O)n1 | -23 | 0 | -0.1 | nt | 13 | -7 | -2 | 96 | -4.4 | 4
C/C(CC(=O)Nc1cc(C)ccn1)=N\NC(=O)c1cccc(F)c1 | 1 | 0 | 0.0 | -3 | 2 | -1 | 15 | 97 | -0.1 | -16
CCOC(=O)N1CCC(NC(=O)C2CCCN(S(=O)(=O)c3ccc4c(c3)oc(=O)n4C)C2)CC1 (stereo not given) | 2 | 2 | -0.1 | -9 | 4 | -3 | -1 | 97 | 0.0 | -4
CN(c1ccccc1)S(=O)(=O)c1ccc(C(=O)N2CCN(c3ccccc3Cl)CC2)cc1 | 5 | 0 | 0.5 | -4 | 7 | -8 | -3 | 96 | 0.0 | -5
Cc1nn(C)c(C)c1/C=N/N=C1\CCC2C3CCc4cc(O)ccc4C3CCC12C (stereo not given) | -11 | 1 | 2.1 | -1 | 6 | 1 | 6 | 102 | -3.2 | 1
CCOC(=O)c1c(N)sc(C(=O)Nc2ccccc2F)c1C | -16 | -10 | 0.1 | 2 | 1 | 4 | 13 | 101 | -0.1 | 6
C[C@H](CO)N1C[C@H](C)[C@H](CN(C)S(=O)(=O)c2ccccc2)OCc2cnnn2CCCC1=O | 0 | 4 | -0.1 | -5 | -1 | -3 | -4 | 97 | 2.2 | 0
COC1Cc2ccccc2N(C(=O)N2CCN(CCO)CC2)c2ccccc21 (stereo not given) | 4 | 1 | -0.3 | nt | 0 | 3 | 3 | 99 | 0.2 | 6
CCC(=O)n1nc(-c2cccnc2)nc1NCc1cccs1 | -5 | -1 | 0.5 | -20 | 10 | 1 | 3 | 97 | 0.5 | -1
Cc1ccc(N(C(=O)c2csnn2)C(C(=O)NC2CCCCC2)c2ccco2)cc1 (stereo not given) | 1 | -1 | 0.0 | -4 | 5 | 2 | -5 | 95 | 1.1 | 3
CCC(=O)N(C)CCc1cc2c(c(OC)c1/C=N/NS(=O)(=O)c1ccc(C)cc1)OCO2 | -6 | 0 | -0.1 | -6 | -1 | 1 | -1 | 98 | -0.5 | 0
